# NIH3T3 tox: kills NIH 3T3 cells | NIH 3T3 viability, CellTiter-Glo ATP luminescence, 48-72 h | Potency, µM (highest dose often 96.7 µM), for the others: at the top dose activity change, negative = cytotoxicity, hits mostly inhibitors | 4.3% of 94,000 active; note: potency is the fitted concentration of half-maximal effect; nearly all actives have a fitted effect of over 55% in size
#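 Luminescent ATP readout (CellTiter-Glo, 10 min RT) after 48 or 72 hr compound exposure of NIH 3T3 cells seeded at 400 cells/well in 1536-well format; quantitative HTS.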
# SNCA expr inhib: reduces expression of the alpha-synuclein gene. AID 1671194. HEK-293 SNCA-luciferase knock-in, luminescence, 24 h. 0.17% of 140,000 active. Potency, µM (titrated, usually from 57.2 µM), without a hit: at the highest dose activity change, negative = inhibition, most hits filed as inhibitors;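 note: potency is the fitted concentration of half-maximal effect; plate controls were DMSO cells for no effect and cell-free wells for full effect; nearly all actives have a fitted effect of over 45% in size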
# IP6K1 inh: blocks human inositol hexakisphosphate kinase 1. Q92551. IP6K1 kinase, ADP-Glo luminescence, 2 h; hits give low values. activity change, % (series mostly up to about 58 µM). 0.81% of 140,000 active. AID 1645851; in the data active = activity change below about -25%
# Target sequence (Q92551 whole entry, looked up): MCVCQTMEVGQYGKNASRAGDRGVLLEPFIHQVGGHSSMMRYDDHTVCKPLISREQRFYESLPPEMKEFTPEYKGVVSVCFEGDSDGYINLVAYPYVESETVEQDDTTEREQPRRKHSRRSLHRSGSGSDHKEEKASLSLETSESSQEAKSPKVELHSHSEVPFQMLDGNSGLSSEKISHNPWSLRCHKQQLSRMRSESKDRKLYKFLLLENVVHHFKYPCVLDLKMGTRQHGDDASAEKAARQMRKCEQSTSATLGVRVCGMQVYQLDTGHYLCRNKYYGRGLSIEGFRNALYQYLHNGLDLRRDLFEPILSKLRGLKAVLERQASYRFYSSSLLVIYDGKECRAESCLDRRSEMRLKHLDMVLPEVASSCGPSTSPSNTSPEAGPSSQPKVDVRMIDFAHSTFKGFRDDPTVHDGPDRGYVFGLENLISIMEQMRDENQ
#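 ADP-Glo luminescence measures ADP made by human IP6K1 during a 2 h RT reaction with ATP/IP6 (mix at 1.3 mM/130 uM); top library doses 57.5 and 19.1 uM final.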
# GPT2 inhibitor: GPT2 alanine aminotransferase inhibition | Recombinant GPT2, coupled pyruvate oxidase/HRP Amplex Red fluorescence | 0.25% of 100,000 active | Potency, µM (top dose mostly 57.7 µM), inactives show at the top dose activity change, negative = inhibition, hits mostly inhibitors | AID 1671188; note: potency is the fitted concentration of half-maximal effect; nearly all actives have a fitted effect of over 60% in size; many of its hits are not listed in these tables
#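 GPT2 10ng/uL, a-KG 250uM, L-Ala 2mM, HEPES pH7.5 + 0.0001% Tween; 30 min RT. Then Amplex mix (PO/HRP/ThPP), 30 min RT dark, fluorescence. AOA 50uM used as positive control.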
# HEK293 tox: kills HEK 293 cells; HEK 293 viability, ATP luminescence (CellTiter-Glo), 48-72 h; Potency, µM (doses to about 115 µM), for the others: at the top dose activity change, negative = cytotoxicity, actives largely listed as inhibitors; 6.6% of 94,000 active; AID 1345083; note: potency is the fitted concentration of half-maximal effect; nearly all actives have a fitted effect of over 60% in size
#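 Cytotoxicity was scored by loss of ATP-coupled luminescence (CellTiter-Glo) in HEK 293 cells. Compound treatment ran 48 or 72 hr at 37 degree Celsius, 5% CO2, 95% humidity.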
# FLuc inh: Photinus pyralis luciferase inhibition | Potency, µM (titrated, usually from 115 µM), inactives show at the highest dose activity change, negative = inhibition, actives largely listed as inhibitors | purified P. pyralis luciferase, luminescence, biochemical | 2.5% of 76,000 active; note: potency is the fitted concentration of half-maximal effect; nearly all actives have a fitted effect of over 65% in size
# Target sequence (P08659 whole entry, looked up): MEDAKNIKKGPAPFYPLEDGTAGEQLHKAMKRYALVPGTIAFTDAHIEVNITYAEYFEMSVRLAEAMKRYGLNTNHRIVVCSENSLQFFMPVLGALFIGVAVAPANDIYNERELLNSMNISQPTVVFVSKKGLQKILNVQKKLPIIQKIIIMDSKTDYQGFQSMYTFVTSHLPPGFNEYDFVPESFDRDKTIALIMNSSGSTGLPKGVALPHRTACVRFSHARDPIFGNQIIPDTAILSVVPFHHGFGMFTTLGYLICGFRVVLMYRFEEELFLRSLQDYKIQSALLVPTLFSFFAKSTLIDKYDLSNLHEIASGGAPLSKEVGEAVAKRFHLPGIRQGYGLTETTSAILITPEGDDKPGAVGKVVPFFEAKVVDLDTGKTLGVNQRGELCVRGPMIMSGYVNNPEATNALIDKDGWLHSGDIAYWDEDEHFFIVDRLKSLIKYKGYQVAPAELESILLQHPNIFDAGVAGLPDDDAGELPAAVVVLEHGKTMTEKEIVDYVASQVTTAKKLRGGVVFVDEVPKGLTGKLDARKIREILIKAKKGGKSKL
#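 FLuc 10nM, D-luciferin 10uM, ATP 10uM, Mg acetate 10mM, Tris acetate pH 7.5, Tween/BSA; cpd qHTS; enzyme added last; CCD luminescence.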
# SNCA viab count: reduces viability of HEK-293 SNCA reporter cells. HEK-293-SNCA-luc viability, GF-AFC fluorescence, 24 h. Potency, µM (highest dose often 57.1 µM), inactives show top-dose activity change, negative = cytotoxicity, hits mostly cytotoxic. 0.12% of 150,000 active. AID 1671193;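 note: potency is the fitted concentration of half-maximal effect; 0% = DMSO-treated cells and -100% = medium-only wells without cells; nearly all actives have a fitted effect of over 30% in size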
#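 Cytotoxicity counterscreen: after 24 h compound treatment of genome-edited SNCA-luciferase HEK-293 cells, live-cell protease substrate GF-AFC read by fluorescence after 30 min; activity scaled between DMSO (0%) and medium-only (-100%), curves Hill-fitted.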
# Starred values were filed as active, the others as inactive; i = inactive; ? = inconclusive; · = no result given; [ ] = remark or other dose. Unless noted, calls come from the whole dose curve; as a rule, active = well fitted curve in the direction sought with a large enough effect; inconclusive = small, poorly fitted or top-dose-only effect, or another doubt; inactive = no such curve, though single readings can be large; an effect the other way counts as inactive or inconclusive. Unless noted, % is set by controls: 0 for no effect and ±100 for the full control effect. The list is partial. The share of hits here may be higher or lower than overall.
1. O=C(O)C[C@@H]1CCN(Cc2ccccc2)C[C@@H]1CCN1C[C@@H]2C[C@H](C1)c1cccc(=O)n1C2
2. COc1ccc(NC(=O)N2C[C@@H]3C[C@H](C2)c2ccc(NC(=O)c4cccs4)c(=O)n2C3)cc1
3. COc1ccc(-c2nc3c4ccccc4n(CC(=O)N4CCN(c5ccc(F)cc5)CC4)c(=O)n3n2)cc1
4. COc1cc2c(cc1O)CC(O)(CO)C(CO)C2c1ccc(OC2OC(CO)C(O)C(O)C2O)c(OC)c1 (stereo not drawn)
5. COc1ccc(OC2CN(Cc3ccsc3)C2)cc1
6. CNC1CCCc2ccccc21 (stereo not drawn)
7. COc1cccc(F)c1C(=O)N1C[C@H](N)C[C@H]1C(=O)NC(C)C
8. COc1ccc(-c2cn3cc(C(=O)NCCc4ccccc4F)nc3s2)cc1
9. Cc1csc2nc(COC(=O)c3ccc(NC(=O)C(C)C)cc3)cc(=O)n12
10. COCCn1nc2n(c1=O)CCN(C1CCSCC1)CC2

entry no.	1	2	3	4	5	6	7	8	9	10
NIH3T3 tox	-5%	-16%	·	·	-6%[138 µM]	i	-22%	-22%	·	i
HEK293 tox	-9%	-4%	·	·	-10%[172 µM]	i	-1%	-14%	·	i
IP6K1 inh	0	9	25	1	-4	4	13	-3	-6	1
GPT2 inhibitor	3%	-1%	·	i	i	2%[88.5 µM]	?	-2%	·	i
SNCA expr inhib	0%	3%	30%	·	100%[activator][87.6 µM]	13%[87.6 µM]	-13%	-7%	-10%	-15%
FLuc inh	-9%	-25%	·	·	·	·	-10%	·	·	-3%
SNCA viab count	23%	-25%	-8%	3%[23.9 µM]	-2%[87.6 µM]	-1%[87.6 µM]	7%	-4%	5%	-2%

11. O=C(CC1CCN(C(=O)Cc2cccc(F)c2)C1)NC1CC1 (stereo not drawn)
12. O=C(Cn1c(=O)oc2ccccc21)NC1CCCN(CCCc2ccccc2)C1 (stereo not drawn)
13. CCN1CCN(CCCNC(=O)C2Cn3cccc3C(=O)N2C)CC1 (stereo not drawn)
14. CCc1ccccc1OCC(=O)c1ccc2c(c1)N(CCCC(=O)N1CCOCC1)C(=O)CO2
15. Cc1cc2c(C(C)C)c(O)c(O)c(C=O)c2c(O)c1-c1c(C)cc2c(C(C)C)c(O)c(O)c(C=O)c2c1O
16. CC(=O)SC1CC2=CC(=O)CC[C@]2(C)C2CC[C@@]3(C)C(CC[C@@]34CCC(=O)O4)C12 (stereo partly drawn)
17. O=C(C1CCOCC1)N1CCOC[C@H](Oc2ccc(C(F)(F)F)cc2)C1
18. Cn1cc(CN2Cc3ccc(C(=O)Nc4ccc(F)cc4)cc3OCC2=O)cn1
19. CC(=O)N1CCn2c(nnc2C2CCCN2Cc2ccc(F)cc2F)C1 (stereo not drawn)
20. COc1ccc(C(=O)N2CCC3(CC2)NC(=O)N(Cc2ccc(F)cc2)C3=O)cc1F

entry no.	11	12	13	14	15	16	17	18	19	20
NIH3T3 tox	i	?	i	-9%	·	·	?	-25%[138 µM]	-22%	?
HEK293 tox	9%	-29%	i	-24%	·	·	?	?	-20%	?
IP6K1 inh	8	24	-7	-5	-59*	·	9	-10	-1	21
GPT2 inhibitor	i	-1%	i	i	?	i	-24%[88.5 µM]	-6%[88.5 µM]	i	-16%
SNCA expr inhib	-27%	23%	0%	1%	?	?	3%[87.6 µM]	12%[87.6 µM]	10%	-30%
FLuc inh	-3%	-2%	9%	-10%	·	·	-13%[172 µM]	-5%[172 µM]	·	17%
SNCA viab count	12%[12.5 µM]	10%	-15%	-18%	?	-4%	-3%[87.6 µM]	5%[87.6 µM]	7%	-3%

# Laid out differently: entries from further up
# The line under a structure holds: NIH3T3 tox | HEK293 tox | IP6K1 inh | GPT2 inhibitor | SNCA expr inhib | FLuc inh | SNCA viab count
19	CC(=O)N1CCn2c(nnc2C2CCCN2Cc2ccc(F)cc2F)C1 (stereo not drawn)
→ -22% | -20% | -1 | i | 10% | · | 7%
18	Cn1cc(CN2Cc3ccc(C(=O)Nc4ccc(F)cc4)cc3OCC2=O)cn1
→ -25%[138 µM] | ? | -10 | -6%[88.5 µM] | 12%[87.6 µM] | -5%[172 µM] | 5%[87.6 µM]

# Continuation.
21. COC(=O)c1ccccc1O[C@@H]1O[C@H](CO[C@@H]2OC[C@@H](O)[C@H](O)[C@H]2O)[C@@H](O)[C@H](O)[C@H]1O
22. COc1ccc(C(=O)c2oc3ccccc3c2NC(=O)COc2cccc(C)c2C)cc1
23. COc1ccc(F)cc1-c1cccc(C(=O)NCC(=O)NCc2ccc(C(F)(F)F)cc2)c1
24. CC(C)Nc1ccnc(N2CCN(Cc3ccccc3F)C(CCO)C2)n1 (stereo not drawn)
25. CCCNC(=O)C1Cn2cccc2C(=O)N1Cc1ccccc1 (stereo not drawn)
26. CC(C)Oc1ccc2ccccc2c1CN1C[C@H](O)C[C@H]1C(=O)O
27. CCCS(=O)(=O)N1C[C@@H](Oc2ccccc2)C[C@H]1C(=O)N1CCOCC1
28. Cc1ccc(Cl)cc1N1CCN(C(=O)C2CCN(S(=O)(=O)c3c(C)noc3/C=C/c3ccccc3F)CC2)CC1
29. Cc1cnc(C2CCC2)n1CCNC(=O)c1cc(C2CC2)[nH]n1
30. Cc1cccn2c(=O)c(C(=O)N3CCN(c4ccccc4)CC3)cnc12

entry no.	21	22	23	24	25	26	27	28	29	30
NIH3T3 tox	·	·	40µM*	?	-10%	1%	i	·	i	·
HEK293 tox	·	·	40µM*	?	3%	2%	i	·	-6%	·
IP6K1 inh	0	17	-4	6	-2	-2	-1	7	-12	26
GPT2 inhibitor	i	·	·	3%	i	-9%	i	·	i	·
SNCA expr inhib	·	1%	·	5%	-1%	20%	8%	-21%	-10%	53%[activator]
FLuc inh	·	·	·	10%	-4%	-2%	0%	·	10%	·
SNCA viab count	-8%[23.9 µM]	14%	·	-7%	6%	5%	1%	-9%	2%	-12%

31. COc1cc(C2CC(=O)c3c([nH]c(C(=O)OCc4ccc(C)cc4)c3C)C2)cc(OC)c1OC (stereo not drawn)
32. COc1cccc(NC(=O)CC2Nc3cc(C)c(C)cc3NC2=O)c1 (stereo not drawn)
33. C[C@@]1(NC(=O)Cc2ccccc2)OC[C@H]2CC[C@@H](C(=O)Nc3ccc(OC(F)(F)F)cc3)N2C1=O
34. C=CCCOC(=O)N1C[C@@H](C(N)=O)[C@@H]2Oc3c(C)cccc3[C@@H]21
35. CCc1noc(CC2CCOC3(CCN(S(=O)(=O)c4cc(F)ccc4F)CC3)C2)n1 (stereo not drawn)
36. Cc1ccc(-c2ccc3nnc(CNC(=O)c4cccnc4)n3n2)cc1C

entry no.	31	32	33	34	35	36
NIH3T3 tox	·	·	?	?	-20%	?
HEK293 tox	·	·	-1%	-11%	?	0%
IP6K1 inh	-8	21	-18	7	-10	-13
GPT2 inhibitor	·	·	i	·	i	2%
SNCA expr inhib	-24%	44%[activator]	-3%	·	?	-24%
FLuc inh	·	·	-3%	·	1%	-9%
SNCA viab count	1%	-12%	-2%	·	-8%	-4%

# Quoted from above, nos. 23 to 36
23. COc1ccc(F)cc1-c1cccc(C(=O)NCC(=O)NCc2ccc(C(F)(F)F)cc2)c1
24. CC(C)Nc1ccnc(N2CCN(Cc3ccccc3F)C(CCO)C2)n1 (stereo not drawn)
25. CCCNC(=O)C1Cn2cccc2C(=O)N1Cc1ccccc1 (stereo not drawn)
26. CC(C)Oc1ccc2ccccc2c1CN1C[C@H](O)C[C@H]1C(=O)O
27. CCCS(=O)(=O)N1C[C@@H](Oc2ccccc2)C[C@H]1C(=O)N1CCOCC1
28. Cc1ccc(Cl)cc1N1CCN(C(=O)C2CCN(S(=O)(=O)c3c(C)noc3/C=C/c3ccccc3F)CC2)CC1
29. Cc1cnc(C2CCC2)n1CCNC(=O)c1cc(C2CC2)[nH]n1
30. Cc1cccn2c(=O)c(C(=O)N3CCN(c4ccccc4)CC3)cnc12
31. COc1cc(C2CC(=O)c3c([nH]c(C(=O)OCc4ccc(C)cc4)c3C)C2)cc(OC)c1OC (stereo not drawn)
32. COc1cccc(NC(=O)CC2Nc3cc(C)c(C)cc3NC2=O)c1 (stereo not drawn)
33. C[C@@]1(NC(=O)Cc2ccccc2)OC[C@H]2CC[C@@H](C(=O)Nc3ccc(OC(F)(F)F)cc3)N2C1=O
34. C=CCCOC(=O)N1C[C@@H](C(N)=O)[C@@H]2Oc3c(C)cccc3[C@@H]21

entry no.	23	24	25	26	27	28	29	30	31	32	33	34
NIH3T3 tox	40µM*	?	-10%	1%	i	·	i	·	·	·	?	?
HEK293 tox	40µM*	?	3%	2%	i	·	-6%	·	·	·	-1%	-11%
IP6K1 inh	-4	6	-2	-2	-1	7	-12	26	-8	21	-18	7
GPT2 inhibitor	·	3%	i	-9%	i	·	i	·	·	·	i	·
SNCA expr inhib	·	5%	-1%	20%	8%	-21%	-10%	53%[activator]	-24%	44%[activator]	-3%	·
FLuc inh	·	10%	-4%	-2%	0%	·	10%	·	·	·	-3%	·
SNCA viab count	·	-7%	6%	5%	1%	-9%	2%	-12%	1%	-12%	-2%	·

35. CCc1noc(CC2CCOC3(CCN(S(=O)(=O)c4cc(F)ccc4F)CC3)C2)n1 (stereo not drawn)
36. Cc1ccc(-c2ccc3nnc(CNC(=O)c4cccnc4)n3n2)cc1C

entry no.	35	36
NIH3T3 tox	-20%	?
HEK293 tox	?	0%
IP6K1 inh	-10	-13
GPT2 inhibitor	i	2%
SNCA expr inhib	?	-24%
FLuc inh	1%	-9%
SNCA viab count	-8%	-4%
